GPR151 ag: human GPR151 activation; Q8TDV0; PathHunter beta-arrestin GPR151 cells, luminescence; activation, % at 11.2 µM; 650,000 tested, 1% active; AID 1508602; in the data active = activation above about 4.9%;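 note: 0% = median of compound wells and 100% = cells with positive control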
Target sequence (Q8TDV0 whole entry, looked up): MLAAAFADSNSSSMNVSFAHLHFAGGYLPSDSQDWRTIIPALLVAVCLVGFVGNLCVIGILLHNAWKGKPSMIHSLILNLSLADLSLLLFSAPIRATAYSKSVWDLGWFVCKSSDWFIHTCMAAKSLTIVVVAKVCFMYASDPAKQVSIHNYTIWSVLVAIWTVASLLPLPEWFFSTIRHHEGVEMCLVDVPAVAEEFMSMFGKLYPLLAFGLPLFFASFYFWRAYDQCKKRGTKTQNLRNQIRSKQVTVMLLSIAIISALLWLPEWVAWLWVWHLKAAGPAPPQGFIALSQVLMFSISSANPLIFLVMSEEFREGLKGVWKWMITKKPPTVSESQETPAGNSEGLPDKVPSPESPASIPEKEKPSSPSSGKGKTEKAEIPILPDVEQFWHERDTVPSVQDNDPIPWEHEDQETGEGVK
TEAD-YAP block: TEAD-YAP interaction inhibition. inhibition, % at 9.12 µM. HEK-TIYL cells, TEAD-Gal4/YAP UAS-luciferase luminescence. AID 1259422. 640,000 tested, 1.4% active; in the data active = inhibition above about 32%;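 note: 0% = median of test compound wells and 100% = reference inhibitor wells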
FBW7 activator: human FBW7 E3 ligase activation, primary screen; Q969H0; AlphaScreen FBW7–phospho-cyclin E peptide binding, activator screen; normalized activity (activation), % at 26.1 µM; 650,000 tested, 0.13% active; AID 1259310; in the data active = normalized activity above about 1.9%;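 note: purified mutant Fbw7 with reduced substrate affinity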
MITF primary: blocks human microphthalmia-associated transcription factor | O75030 | AlphaScreen MITF homodimerization, bead proximity signal | inhibition, % at 2.6 µM | 650,000 tested, 0.91% active | AID 1259374; in the data active = inhibition above about 50%;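 note: 0% = vehicle wells with protein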
Target sequence (O75030 whole entry, looked up): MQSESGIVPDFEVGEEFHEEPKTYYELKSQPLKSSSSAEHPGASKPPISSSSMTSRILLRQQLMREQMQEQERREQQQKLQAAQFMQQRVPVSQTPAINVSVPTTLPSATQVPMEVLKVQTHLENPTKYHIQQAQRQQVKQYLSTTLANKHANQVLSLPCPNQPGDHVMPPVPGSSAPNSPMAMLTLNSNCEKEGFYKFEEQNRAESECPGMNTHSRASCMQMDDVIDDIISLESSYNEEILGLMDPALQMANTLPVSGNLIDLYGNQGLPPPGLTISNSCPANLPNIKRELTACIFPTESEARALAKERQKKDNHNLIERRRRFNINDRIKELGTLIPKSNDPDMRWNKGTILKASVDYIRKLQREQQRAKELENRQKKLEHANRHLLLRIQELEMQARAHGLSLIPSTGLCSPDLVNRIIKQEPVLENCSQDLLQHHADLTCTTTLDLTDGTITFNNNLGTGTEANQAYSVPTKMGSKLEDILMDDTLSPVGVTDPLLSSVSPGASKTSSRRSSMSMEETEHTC
Numbers without * were called inactive; nt = no result given.

Sample of the layout:
SMILES	GPR151 ag	TEAD-YAP block	FBW7 activator	MITF primary
Cc1cc(OCCCN2CCCCCC2)ccc1[N+](=O)[O-]	-0.6	-1	0.1	46
COc1ccc2ccccc2c1C1NC(=O)NC(C)=C1C(=O)Nc1ccccc1F (stereo not given)	-1.7	-4	0.1	5

Main list, from the start:
SMILES	GPR151 ag	TEAD-YAP block	FBW7 activator	MITF primary
Cc1cc(OCCCN2CCCCCC2)ccc1[N+](=O)[O-]	-0.6	-1	0.1	46
COc1ccc2ccccc2c1C1NC(=O)NC(C)=C1C(=O)Nc1ccccc1F (stereo not given)	-1.7	-4	0.1	5
COc1ccccc1-n1nc(C(=O)Nc2ccc(F)cc2F)c2ccccc2c1=O	-0.8	-7	-0.1	7
Cc1ccc(S(=O)(=O)Nc2cccc(C(=O)NCc3cccnc3)c2)cc1	-0.4	58*	0.2	17
O=C(CSCCO)Nc1nc(-c2ccccc2)cs1	-0.7	-4	0.0	10
CSc1nnc(NC(=O)CSc2nn3c(SCC(=O)Nc4nnc(SC)s4)nnc3s2)s1	1.0	-2	-0.1	16
Cc1ccc2c(CN3CC(C)OC(C)C3)cc(=O)oc2c1 (stereo not given)	-1.1	-8	0.1	3
O=C(c1cccc(N2C(=O)C3C4C=CC(C4)C3C2=O)c1)N1CCN(c2ccc(F)cc2)CC1 (stereo not given)	-0.9	-4	0.1	-15
Cn1c(=O)c2c(nc(SCCO)n2Cc2ccccc2)n(C)c1=O	0.5	2	-0.1	3
O=C(N/N=C1\C[C@@H](O)[C@@H](O)[C@@H]2[C@@H]3C(=O)N(c4cccc(Oc5ccccc5)c4)C(=O)[C@@H]3CC[C@H]12)OCc1ccccc1	4.7	nt	-0.1	-5
Cc1ccc(N2CCN(c3ccc4nnc(C)n4n3)CC2)c(C)c1	1.6	0	0.0	0
CCOC(=O)C1=C(c2ccccc2)OC(N)=C(C#N)C1c1ccc(F)c(Br)c1 (stereo not given)	-0.3	7	0.2	12
CN1CCN(Cc2c(O)ccc3c(=O)c(-c4ccccc4Cl)coc23)CC1	0.0	-2	-0.1	-1
CCC(C)c1cc(S(=O)(=O)N2CCOCC2)ccc1OC (stereo not given)	-1.0	-12	0.0	4
COc1ccc(C(=O)NCc2ccc(C(=O)NCc3ccc(F)cc3)cc2)cc1OC	-0.9	-3	0.1	6
CCCCS(=O)(=O)c1nc(-c2ccc(Br)cc2)cc(-c2ccccc2)c1C#N	1.0	2	-0.2	-5
Nc1cc(S(=O)(=O)O)c2cccc(S(=O)(=O)O)c2c1	1.6	-12	0.8	14
CCC1(c2ccc(Cl)cc2Cl)NC(=S)N(c2ccc(C)c(C)c2)N1 (stereo not given)	6.2*	-25	-0.3	1
COc1ccc(NC(=O)C2=C(C)NC(=O)NC2c2c(OC)ccc3ccccc23)c(OC)c1 (stereo not given)	-0.3	7	0.3	9
CCC(=O)NCc1ccc2c(c1)cc(C)n2C	-1.1	2	0.3	10
COc1ccc(/C=C(\C#N)C(=O)Nc2ccccc2)cc1	0.3	-51	0.0	-1
Cc1cc(-c2ccccc2)nc(N2CCC(C(=O)NCc3cccs3)CC2)n1	10*	-7	0.0	-16
CC(=O)Nc1ccc(S(=O)(=O)NC(CC(=O)NC2CCCCC2C)C(C)C)cc1 (stereo not given)	-1.9	-2	0.1	16
CC(OC(=O)c1ccccc1Nc1ccc(SC(F)F)cc1)C(N)=O (stereo not given)	2.1	6	0.1	2
Cc1ccc(C(=O)Nn2c(-c3ccc(Br)cc3)nc3ccccc3c2=O)cc1C	-0.2	7	0.1	7
COc1cc(NC(=O)Cc2cn(-c3ccc(N4CCc5ccccc5C4)nn3)c3ccccc23)cc(OC)c1OC	2.3	-11	-0.1	4
Cc1cc(=O)oc2c(C)c3oc(C(O)c4ccccc4)c(-c4ccccc4)c3cc12 (stereo not given)	-0.1	16	0.0	11
Cn1c(SCC(=O)Nc2ccccc2)nc2c(oc3ccccc32)c1=O	1.1	1	0.0	-9
CCOC(=O)c1c(Br)sc(-c2ccccc2)c1-c1ccccc1	0.5	-8	0.1	-13
Cc1cccc(C)c1NC(=O)N1CCCCCCC1	-0.1	-4	0.0	0
Cc1ccc([N+](=O)[O-])cc1NC(=O)CC(C)c1ccccc1 (stereo not given)	0.8	-6	-0.1	4
CCOC(=O)c1[nH]c2c(c1C)C(Cl)=C(C=O)C(C)(C)C2	-1.3	5	-0.2	12
CSc1nccc(-c2cc(Cl)c3c(c2)CC(CNC(=O)C2CCOCC2)O3)n1 (stereo not given)	-0.5	-5	0.7	-6
COc1ccc(N2CCN(C(=O)C34CC5CC(CC(C5)C3)C4)CC2)cc1	1.6	-4	0.0	4
COc1ccc(-c2noc(-c3ccc(C)cc3Cl)n2)cc1OC	3.3	-12	0.1	1
O=C(CCc1ccccc1)Nc1nnc(S(=O)(=O)N2CCc3ccccc32)s1	2.7	-1	0.1	2
CCN(CCn1cccn1)C(=O)CC1C(=O)NCCN1Cc1ccc(OC)c(OC)c1 (stereo not given)	1.0	4	0.1	-6
O=C(O)CCCNC(=O)/C(=C\c1cccc([N+](=O)[O-])c1)NC(=O)c1ccco1	1.0	17	-0.1	6
CCCc1ccc(S(=O)(=O)N2CCC(OC)CC2)cc1	-0.2	-9	0.1	-4
CC(C)CC(C(=O)NCc1ccc(F)cc1)N1Cc2ccccc2C1=O (stereo not given)	2.7	3	0.1	6
Cc1ccccc1NC(=O)CC1SC(=NC2CCCCC2)NC1=O (stereo not given)	-1.4	8	-0.1	-3
Cc1ccc(NC(=O)c2ccc(CN3CCc4ccccc4C3)cc2)c(C)c1	-0.5	4	-0.3	-6
O=C(Nc1ccc(F)c(F)c1)c1cc(=O)n(-c2ccccc2)c(=O)[nH]1	-0.7	-3	-0.2	-3
Cc1ccc(/C(O)=C2/C(=O)C(=O)N(CCC(=O)O)C2c2ccccc2Cl)cc1 (stereo not given)	0.2	-5	0.1	6
CCCCC1CC(C)(C(=O)Nc2ccc(S(N)(=O)=O)cc2)OC1=O (stereo not given)	0.2	14	0.0	10
O=C(NC1(C(=O)Nc2ccccc2)CCCCC1)c1ccc2ccccc2n1	-1.1	-1	0.0	10
COc1ccc(CCc2nnc(CCC(=O)NCc3cn4ccsc4n3)o2)cc1	0.0	9	-0.1	-10
CC(C)NC(=O)CSCc1cccc(Br)c1	-0.1	11	0.9	-2
CCC/C=N/NC(=O)c1cccc(Br)c1	0.3	-34	0.0	0
CN(C)c1ccc(C2N(Cc3ccccc3O)CCN2Cc2ccccc2O)cc1	-0.1	18	-0.5	34
CCc1ccc(C2NC(=O)NC(C)=C2C(=O)OC2CCCCC2)cc1 (stereo not given)	1.3	2	0.0	-10
CCCNc1ccnc(N2CCOCC2)n1	-0.1	-6	0.3	7
Cc1sc2ncnc(N/N=C/c3ccco3)c2c1C	-1.1	3	0.0	10
COCCOC(=O)C1=C(C)N=C2SCCC(=O)N2C1c1ccc(OC(C)=O)c(OC)c1 (stereo not given)	-0.8	0	0.1	8
Cc1ccc([N+](=O)[O-])cc1S(=O)(=O)N1CCN(c2cccc(Cl)c2)CC1	4.7	12	0.1	18
CCOc1ccc2c(c1)sc(=NC(=O)c1cccc(N3C(=O)CCC3=O)c1)n2C	-0.1	8	0.3	10
CCOc1cc(/C=N/NC(=O)C(OC)c2ccccc2)ccc1O (stereo not given)	0.2	3	0.2	16
CC(C)NCC(O)Cn1c2ccc(Br)cc2c2cc(Br)ccc21 (stereo not given)	0.9	-5	0.0	2
COc1ccccc1/C=N/NC(=S)NCc1ccccc1	-0.7	0	-0.1	-5
Cc1c2cnn(-c3ccccc3)c(=O)c2c(C)n1C(C)C(=O)NCc1ccccn1 (stereo not given)	-0.8	-1	-0.3	1

Next section:
SMILES	GPR151 ag	TEAD-YAP block	FBW7 activator	MITF primary
CN(C)CCN(Cc1ccco1)C(=O)Cn1ncc2c1-c1ccccc1OC2	1.0	-10	0.0	21
Cc1cc(C)cc(-n2nnc(C(=O)NCc3ccccc3Cl)c2N)c1	1.2	4	0.1	11
COc1ccc(CCNC(=O)c2cnc(Br)s2)cc1	-0.4	10	-0.1	-13
CCOc1ccccc1NC(=O)c1oc2ccccc2c1NC(=O)C1CC(=O)N(c2ccccc2)C1 (stereo not given)	-0.4	8	0.3	6
CCCC(c1nnnn1C(C)(C)CC)N1CCN(C)CC1 (stereo not given)	1.1	2	0.1	5
COc1cc(/C=C(/C#N)C(=O)Nc2ccccc2)ccc1OCC(=O)O	1.0	-8	0.1	18
COc1nc(N)nc(NC23CC4CC(CC(C4)C2)C3)n1	1.2	-32	-0.1	1
Cc1csc(-c2cnn3c(NCc4ccccn4)ccnc23)c1	0.5	6	-0.1	13
C=CCSc1nc(C)c2cc(OC)ccc2n1	1.9	-45	0.1	-6
Cc1ccnc2nc(C(=O)Nc3cc(Cl)ccc3Oc3ccccc3)nn12	1.8	2	0.0	-5
COc1cccc(CN2CCc3nnc(C(C)NC(=O)CCc4ccccc4)n3CC2)c1O (stereo not given)	0.3	-6	-0.1	5
Cc1ccc(S(=O)(=O)CCc2nnc(NC(=O)c3cccs3)s2)cc1C	-0.8	-2	-0.3	6
CN1CCN(C2=NC(=O)/C(=C/c3ccccc3Cl)S2)CC1	3.2	-19	0.7	7
CCOCCCN1C(=O)C2C(C(=O)Nc3ccc(OCC)cc3)C3C=CC2(O3)C1C(=O)NC1CCCCC1 (stereo not given)	-0.9	17	0.0	5
CN(C)CCCNC(=O)c1cc(-c2cccs2)nc2ccccc12	-0.8	-6	0.0	4
O=C(NC1CC1)c1cc([N+](=O)[O-])cc([N+](=O)[O-])c1	-0.4	-1	0.0	-10
CCOC(=O)COc1cccc(CCNC(=O)c2ccccc2)c1	0.0	9	-0.1	2
CC1CCN(C(=O)c2nn3c(C(F)(F)F)cc(-c4ccco4)nc3c2Cl)CC1	0.6	-11	-0.1	-4
COc1ccc([C@@H]2CCN(C(=O)CCn3nc(C)cc3C)C[C@H]2O)cc1	-1.2	1	0.0	2
CCC(C(=O)OCC(=O)Nc1ccc(C(N)=O)cc1)c1ccccc1 (stereo not given)	-0.4	-2	-0.2	7
C=COCCNC(=O)C(=O)Nc1ccccc1C	-0.2	-14	0.0	8
COc1ccccc1CNS(=O)(=O)c1ccc(F)c(C(=O)Nc2ccc(Br)cc2F)c1	-1.7	1	0.5	22
O=C(NCCCNCCCNC(=O)c1ccc(/C=N/O)nc1)c1ccc(/C=N/O)nc1	1.4	-3	-0.7	69*
COc1ccc(S(=O)(=O)NCC(c2cccs2)N2CCc3ccccc3C2)cc1OC (stereo not given)	0.0	-18	-0.1	0
O=C(CCCc1ccccc1)Nc1ccccc1	0.2	-60	0.3	12
Cn1c(N)nc2c(ncn2C2OC(CO)C(O)C2O)c1=O (stereo not given)	0.1	-5	0.2	4
O=C(Nc1nc(-c2cccc3ccccc23)cs1)c1ccc(S(=O)(=O)N2CCc3ccccc3C2)cc1	0.3	0	0.0	-2
O=C(Nc1ccccc1)Nc1cnn(-c2ccc3c(c2)C(O)CCC3)c1 (stereo not given)	-0.4	-26	0.0	9
CC1CN(CCC(=O)NCc2nccs2)Cc2ccccc2O1 (stereo not given)	2.0	-1	-0.1	7
COCCNC(=O)c1nn2c(c1Cl)NC(c1ccc(Cl)cc1)CC2C(F)(F)F (stereo not given)	-0.5	11	-0.1	-12
CN(C)c1ccc(CN(C(=O)c2ccccc2)C2CC(C)(C)NC(C)(C)C2)cc1	0.7	0	0.0	-4
O=C(NC1CCN(Cc2ccccc2)CC1)c1csc(Nc2ccc3ncccc3c2)n1	-2.9	7	0.5	5
CC(=O)Nc1ccc(Nc2cc(Nc3ccncc3)ncn2)cc1	3.3	-5	0.1	-3
O=C1CC[C@@H]2CN(Cc3ccccc3O)CC[C@@H]2N1Cc1ccc(F)cc1	-1.0	-1	0.0	-6
COCc1cc(CN2CCN3C(=O)[C@H](CO)NC(=O)[C@H]3C2)ccc1OC	0.2	1	-0.1	-4
O=c1[nH]c(CSc2nnnn2-c2ccc(O)cc2)nc2sc3c(c12)CCC3	-0.2	12	0.0	-5
O=C1CC2(CCN(C(=O)C3c4ccccc4Oc4ccccc43)CC2)Oc2ccccc21	-1.0	0	0.0	1

14 compounds from above, sorted by molar mass, lowest first.
SMILES	GPR151 ag	TEAD-YAP block	FBW7 activator	MITF primary
O=C(CCCc1ccccc1)Nc1ccccc1	0.2	-60	0.3	12
Cn1c(N)nc2c(ncn2C2OC(CO)C(O)C2O)c1=O (stereo not given)	0.1	-5	0.2	4
CC(=O)Nc1ccc(Nc2cc(Nc3ccncc3)ncn2)cc1	3.3	-5	0.1	-3
CC1CN(CCC(=O)NCc2nccs2)Cc2ccccc2O1 (stereo not given)	2.0	-1	-0.1	7
O=C(Nc1ccccc1)Nc1cnn(-c2ccc3c(c2)C(O)CCC3)c1 (stereo not given)	-0.4	-26	0.0	9
COCc1cc(CN2CCN3C(=O)[C@H](CO)NC(=O)[C@H]3C2)ccc1OC	0.2	1	-0.1	-4
O=C1CC[C@@H]2CN(Cc3ccccc3O)CC[C@@H]2N1Cc1ccc(F)cc1	-1.0	-1	0.0	-6
CN(C)c1ccc(CN(C(=O)c2ccccc2)C2CC(C)(C)NC(C)(C)C2)cc1	0.7	0	0.0	-4
O=c1[nH]c(CSc2nnnn2-c2ccc(O)cc2)nc2sc3c(c12)CCC3	-0.2	12	0.0	-5
O=C1CC2(CCN(C(=O)C3c4ccccc4Oc4ccccc43)CC2)Oc2ccccc21	-1.0	0	0.0	1
O=C(NCCCNCCCNC(=O)c1ccc(/C=N/O)nc1)c1ccc(/C=N/O)nc1	1.4	-3	-0.7	69*
O=C(NC1CCN(Cc2ccccc2)CC1)c1csc(Nc2ccc3ncccc3c2)n1	-2.9	7	0.5	5
COc1ccc(S(=O)(=O)NCC(c2cccs2)N2CCc3ccccc3C2)cc1OC (stereo not given)	0.0	-18	-0.1	0
COc1ccccc1CNS(=O)(=O)c1ccc(F)c(C(=O)Nc2ccc(Br)cc2F)c1	-1.7	1	0.5	22

High-throughput results deposited in PubChem BioAssay by The Scripps Research Institute Molecular Screening Center.
